Screens as filed in PubChem BioAssay.
RMI FANCM FP = blocks RMI1/RMI2 complex binding to FANCM MM2 peptide; hit rate 0.58% among 70,000; FP signal (polarization) at 33 µM; AID 1159607; Fluorescence polarization, RMI core complex with F-MM2 peptide; stronger effect = lower value; in the data active means FP signal below about 40; further: inactives centre near 61; strong numbers were not always called active; unit not given here
An asterisk follows results filed as active; & = joins results of further samples. This is a subset; rates above refer to the full screens.

Structure	RMI FANCM FP
Cc1ccc(C)c(CN2CCN(c3nc4c(c(=O)[nH]c(=O)n4C)n3Cc3cccc(Cl)c3)CC2)c1	50
CCOC(=O)C1CCN(C(=O)CCc2csc(NC(=O)c3ccc[nH]c3=O)n2)CC1	60
O=S(=O)(c1ccc(Cl)cc1)N(CCO)CC(O)Cn1c2ccccc2c2ccccc21 (stereo unspecified)	63
CC(C)CC(=O)NCCCn1nc(-c2cccnc2)ccc1=O	67
Cc1c(Cl)cccc1NC(=O)Nc1ccc2nc(C)n(-c3ccc(F)cc3)c(=O)c2c1	59
Nc1ccc(S(=O)(=O)Nc2ccc(Cl)nn2)cc1	61
O=[N+]([O-])c1cc(C(F)(F)F)ccc1Nc1ncc(C(F)(F)F)cc1Cl	54
COc1ccc(N2CCN(CCNC(=O)C(=O)Nc3cc(C)ccc3C)CC2)cc1	62
CN(C)CCN(C(=O)c1ccc(S(=O)(=O)N2CCCC2)cc1)c1nc2cc3c(cc2s1)OCO3	83
Cc1cc(C)n(CC(=O)Nc2ccc(Br)cc2)c(=O)c1-c1nc(-c2ccccc2)no1	160
CCOc1ccc(-c2ccc(N3CCN(C(=O)NC4CCCCC4)CC3)nn2)cc1	73
COc1ccccc1N=CC1=C(O)CC(C)(C)CC1=O	57
O=C(CSc1nnc2ccc(-c3cccnc3)nn12)Nc1ccccc1F	67
O=C1C=CC(=O)N1c1cccc2c1CCCC2	53
O=C(CCn1c(=O)oc2ccc(Cl)cc21)Nc1ccc(S(=O)(=O)Nc2nccs2)cc1	67
CNC(=O)c1ccc2c(c1)CCO2	56
O=C(Nc1ncc(S(=O)(=O)c2ccc([N+](=O)[O-])cc2)s1)C(c1ccccc1)c1ccccc1	70
Cc1cccc(C(=O)NCc2n[nH]c(=S)n2Cc2ccccc2)c1	61
CCOC(=O)c1ccc(NC(=O)CSc2ncnc3sc4c(c23)CCCC4)cc1	85
Cc1c(Cc2ccc3c(c2)OCO3)sc(NC(=O)C(c2ccccc2)c2ccccc2)c1C#N	98
c1ccc(OCCn2c(-c3cccs3)nc3ccccc32)cc1	60
CC(C)(C)c1ccc(C(=O)Nc2cc(F)ccc2F)s1	56
Cn1nccc1C(=O)Nc1ccc2c(c1)C(=O)NC2=O	75
Cc1onc(-c2c(Cl)cccc2Cl)c1C(=O)N1CCC(C(=O)c2ccccc2)CC1	54
O=C(NCCCn1nc(-c2cccs2)ccc1=O)c1cc2ccccc2oc1=O	64
CC1(C)C(=O)CC[C@@]2(C)C1C[C@@H](O)[C@@]1(C)C3=CC(=O)O[C@@H](c4ccoc4)[C@]3(C)CCC21 (stereo partly specified)	62
CN(C)C(CNC(=O)C(=O)Nc1ccc(OC(F)(F)F)cc1)c1ccco1 (stereo unspecified)	56
CC(=O)O[C@@H]1c2c(ccc3ccc(=O)oc23)OC(C)(C)[C@@H]1OC(=O)CC(C)C	59
CC(C)(C)NC(=O)Cn1ccc(C(F)(F)F)n1	60
Cc1nnc(NC(=O)CSc2nc(CC(=O)NCc3cccs3)cc(=O)[nH]2)s1	60

Next compounds
Structure	RMI FANCM FP
CCOc1ccc(-c2cc(=O)n(CC(=O)NCc3ccccn3)cn2)cc1	68
Cc1nc(SCc2ccccc2F)[nH]c(=O)c1CC(=O)Nc1nc2ccccc2s1	77
COc1ccc2nc(-c3ccc(OC)c(NC(=O)c4cc5ccccc5oc4=O)c3)cn2n1	79
COc1ccc2c(C)cc(SCC(=O)c3ccc(C)c(C)c3)nc2c1	93
COc1cccc(C(=O)NNC(=O)c2ccc(=O)n(Cc3ccccc3)c2)c1	62
CC1Cc2ccccc2N1C(=O)c1ccc(=O)n(C)n1 (stereo unspecified)	60
COc1cccc(NC(=O)NCCS(=O)(=O)c2c(C)[nH]c3ccccc23)c1OC	56
Nc1cc(-c2ccco2)nn1C1CCS(=O)(=O)C1 (stereo unspecified)	70
Cc1nnc(NC2CCCC2)[nH]c1=O	53
CC1(C)CC(=O)c2sc(NC(=O)/C=C/c3ccc([N+](=O)[O-])cc3)nc2C1	73
O=c1c(-c2ccccc2)c(O)c2cccc3c2n1CC3	54
O=C(CSc1ncnc2ccccc12)OCc1ccccc1	63
O=C(Nc1ccc(-c2cn3ccccc3n2)cc1)c1cccc([N+](=O)[O-])c1	63
CCOC(=O)c1c[nH]n2c(=O)c3c(nc12)CCC3	61
COc1ccc(OC)c(S(=O)(=O)CC(O)CS(=O)(=O)c2ccccc2)c1 (stereo unspecified)	64
Cc1nc2scc(-c3cccc(NC(=O)C4CCCO4)c3)n2c(=O)c1C (stereo unspecified)	65
NC(=O)NC1CCCCCCC1	54
O=C(Cc1cc(=O)[nH]c(SCC(=O)Nc2cccc(Cl)c2)n1)NCc1cccs1	61
CC(C)(C)OC(=O)N1CCCN(C(=O)C2=CN3C=C(C(F)(F)F)C=C(Cl)C3N2)CC1 (stereo unspecified)	59
Cc1nc(-c2nnc(SCC(=O)c3ccccc3)o2)cs1	64
COC(=O)c1ccsc1N1C(=O)CC(Sc2ccccc2C(=O)O)C1=O (stereo unspecified)	67
COc1ccc(NC(=O)CSc2ncc(-c3ccc(F)cc3)o2)c(OC)c1	64
Nc1ncccc1Cl	59
Cc1ccc(C2C(=C(O)c3c(C)nc4ccccn34)C(=O)C(=O)N2CCN(C)C)o1 (stereo unspecified)	51
CCOc1cc(C(=O)N=c2sc3c(OC)ccc(OC)c3n2C)cc(OCC)c1OCC	66
COC(N)=NC(=S)Nc1ccc(F)cc1F	49
COc1ccccc1-c1cc2c(SCC(=O)Nc3ccc(Cl)cc3)nccn2n1	123
CC(C)N1CCc2c(sc(NC(=O)c3c(F)cccc3F)c2-c2nc3ccccc3s2)C1	-10*
CCN(CC)CCc1nc(-c2ccccc2)no1	53
O=C(Nc1nc(-c2cccc3ccccc23)cs1)c1ccc(C(=O)c2ccccc2)cc1	61

The listing continues.
Structure	RMI FANCM FP
Cc1nn(CC(=O)Nc2ccc(F)cc2F)c(=O)c2c1cnn2C(C)(C)C	64
CCOC(=O)NC(NC(=O)OCC)c1cccc([N+](=O)[O-])c1	57
CC(=O)C(C=Nc1ccc(Cl)c(Cl)c1)=C(C)O	53
COc1ccc(N2CCN(CCNC(=O)C(=O)NC(C)c3ccccc3)CC2)cc1 (stereo unspecified)	64
COc1ccc(CCC(=O)NCCn2ncc3c(N4CCCC4)ncnc32)cc1	65
O=C(Nc1cccc(-c2nc3ccccc3s2)c1)c1ccc([N+](=O)[O-])cc1	69
Cn1c(O)c(C=C2N=c3ccccc3=N2)sc1=S	76
COc1cc(O)c(C(=O)c2ccccc2)cc1O	63
Cc1nnc(NC(=O)CSc2nnc(CNC(=O)C34CC5CC(CC(C5)C3)C4)n2C2CCCCC2)s1	60
Nc1nc2nc(-c3ccccc3)cc(C(F)(F)F)c2s1	73
Cc1cc(NC(=O)C(=O)NCc2ccc3c(c2)OCO3)n(-c2nc3c(c(=O)[nH]2)CCC3)n1	54
CS(=O)(=O)N1CCC(C(=O)Nc2ccc(S(N)(=O)=O)cc2)CC1	65
C(=NCc1ccccc1)c1ccc2c(c1)OCO2	53
S=c1[nH]c2cc(Br)ccc2s1	55
O=C(COc1ccc(Cl)cc1Cl)NCC(=O)N/N=C\c1cccs1	69
CC(Oc1ccc2c(c1)OCO2)C(=O)NCCCn1nc(-c2ccc(F)cc2)ccc1=O (stereo unspecified)	67
S=C(NCCc1ccccc1)N/N=C\c1ccccc1Cl	56&63
CCOC(=O)c1sc(=NC(=O)Cc2cccc3ccccc23)n(C)c1C	63
O/N=C\C1=C(Cl)c2ccccc2CC1	64
Cc1cc(C)cc(OCCNS(=O)(=O)c2ccc(Cl)cc2)c1	64
CCCn1c(=NC(=O)c2ccc(Cl)s2)sc2ccccc21	80
O=C(O)C1=CC(=C(c2ccc(O)c(C(=O)O)c2)c2ccc(O)c(C(=O)O)c2)C=CC1=O	-9*
COc1ccc(Cl)cc1NC(=O)Cn1c(=O)c(N2CCCCC2)nc2ccccc21	63
Nc1ccccc1Sc1nc2c(Cl)cc(Cl)cc2s1	54
Cc1ccc(C23CC4CC(CC(Br)(C4)C2)C3)cc1[N+](=O)[O-]	59
Cc1ccccc1C(=O)NCCn1nc(-c2ccncc2)ccc1=O	66
O=S(=O)(c1ccc2c(c1)CCCC2)N1CCN(c2ccc3nnc(C4CC4)n3n2)CC1	68
CC1CCN(c2ccc(N3CCN(C(=O)c4ccco4)CC3)nn2)CC1	54
CN1CCN(n2c3c(c(SCC(=O)NCc4ccc5c(c4)OCO5)nc2=O)CCC3)CC1	53
FC(F)(F)c1cccc(N=Cc2cccnc2)c1	55

(more compounds)
Structure	RMI FANCM FP
CC(C)(C)C(=O)OCOC(=O)[C@@H]1N2C(=O)[C@@H](N=CN3CCCCCC3)[C@H]2SC1(C)C	50
Cc1c(NC(=O)CCN2C(=O)S/C(=C3/SC(=O)N(CCC(=O)Nc4c(C)n(C)n(-c5ccccc5)c4=O)C3=S)C2=S)c(=O)n(-c2ccccc2)n1C	54
O=C(NCc1ccc(Cl)cc1)NNC(=O)c1cccn(Cc2cccc(F)c2)c1=O	63
COc1ccc(N2CC(CNC(=O)NC3CCCCC3)CC2=O)cc1 (stereo unspecified)	55
COc1ccc(S(=O)(=O)N2CCCCC2CC(=O)Nc2ncccn2)cc1 (stereo unspecified)	57
CC(=O)NCc1c(Cl)cccc1Cl	55
CC1(C)OC(=O)C(=Cc2ccc[nH]2)C(=O)O1	61
O=C(NCc1nnc(SCC(=O)N2CCC(Cc3ccccc3)CC2)o1)c1ccco1	86
NCCS(=O)O	54
Nc1c2ccccc2nc(=O)n1Cc1cccnc1	72
CCCCOc1ccccc1-c1cc2c(SCC(=O)Nc3ccc(F)cc3F)nccn2n1	95
CCOC(=O)c1nn(-c2ccc(C(F)(F)F)cc2)c(=O)c2c(NC(=O)c3ccc(C)c([N+](=O)[O-])c3)scc12	58
COCCNC(=O)c1ccc2c(=O)n(-c3cc(C)cc(C)c3)c(SCC#N)nc2c1	76
O=C(COc1ccc2ccccc2c1)NCC(c1ccco1)N1CCc2ccccc21 (stereo unspecified)	50
Cc1ccc(C(=O)NC2CC3CCC2(C)C3(C)C)cc1 (stereo unspecified)	60
Cn1c(=O)c(O)c2c3c(cccc31)C(=O)c1ccccc1-2	500
COc1ccc(Cl)c2sc(N(CCCN(C)C)C(=O)c3ccn(C)n3)nc12	86
Cc1ccc(Cc2nnc(NC(=O)c3ccc(C#N)cc3)o2)cc1C	64
CN1CCN(c2ccc(-c3ccc(NC(=O)Nc4ccccc4F)cc3)nn2)CC1	73
Cc1nc(-n2nc(-c3cccs3)cc2NC(=O)C(C)(C)Oc2ccc(Cl)cc2)[nH]c(=O)c1C	53
CN(C)c1ccc(C(CNC(=O)C(=O)Nc2cccc([N+](=O)[O-])c2)N2CCc3ccccc32)cc1 (stereo unspecified)	49
O=C(Nc1ccc(F)c(Cl)c1)c1cccnc1Sc1cccs1	57
COCCN1CCC(CNC(=O)C(=O)Nc2ccc(C)c(C)c2)CC1	76
Cc1ccc(-c2csc(NC(=O)CSCC(=O)Nc3nccs3)n2)cc1C	76
O=C(N/C(=C/c1ccc(Cl)cc1)C(=O)N1CCOCC1)c1ccccc1	61
CCOc1ccc2nc(NC(=O)C(C)C)sc2c1	66
CN(C(=O)/C=C/c1ccccc1)C1CCS(=O)(=O)C1 (stereo unspecified)	59
Oc1ccccc1N=CC=Nc1ccccc1O	51
CCS(=O)(=O)c1ccc(O)c(NC(=O)c2ccccc2C(=O)O)c1	52
CCOC(=O)c1cc(-c2ccccc2)sc1NC(=O)c1cccs1	55

Next records follow.
Structure	RMI FANCM FP
Cc1nnc(NC(=O)c2cc(Cl)ccc2Cl)s1	55
Cc1nn(C(=O)c2ccc(Cl)cc2)c(C)c1NC(=O)c1ccc(Cl)cc1	71
Cc1ccc([N+](=O)[O-])cc1NC(=O)C(=O)N1CCN(c2ccc(F)cc2)CC1	52
O=C1CCC(=O)N1c1ccccc1Oc1ccc(Cl)cc1Cl	57
O=C(Nc1ccc(Cl)c(Cl)c1)Nc1c2ccccc2nc(=O)n1Cc1cccnc1	52
COc1ccc(C(=O)NCCN2CCN(c3ccccc3F)CC2)c(OC)c1OC	66
CCOC(=O)/C=C/C(=O)Nc1ccc(S(=O)(=O)Nc2nc(C)cc(C)n2)cc1	59
O=C(Nc1ccc(F)cc1)c1ccno1	54
